Compound activity as filed in PubChem.
CCT chaperon mod: changes cytosolic chaperonin activity; purified chaperonin ATPase assay, HTRF ADP detection, 30 min; activity change, % (concentration not given with the values), hits read low; AID 651819; 360,000 tested, 0.3% active; in the data active = activity change below about -30%; note: % is set by controls: 0 for no effect and ±100 for the full control effect
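TRiC (40 or 20 nM final, by batch activity) in 30 mM Tris pH 7.4, 100 mM KCl, 5 mM MgCl2, 1 mM DTT was treated with compound at 76 uM single dose, then 10 uM ATP, 30 min at 37 °C. ADP was read by HTRF Transcreener.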
Akt phos inh: inhibitors of Akt phosphorylation | Neuro2A IGF-stimulated pAkt S473 HTRF, 20 min; stronger effect = lower value | 360,000 tested, 0.32% active | AID 651550 | activity change, % for hits at 50 µM; in the data active = activity change below about -80%; inconclusive = mostly about -51% to -80%; note: % is set by controls: 0 for no effect and ±100 for the full control effect
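Single-point screen (50 µM final compound) in Neuro2A cells stimulated 20 min with 6 nM IGF at 37 deg C. After lysis, Ser473-phosphorylated Akt read by HTRF (ex 330 nm, em 615/665 nm) as the 665/615 ratio.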
A549 tox: counter-screen for Nrf2 inhibitors: cytotoxicity in A549 cells. Potency, µM (doses to about 46 µM), for the others: at the highest dose activity change, negative = cytotoxicity, usual class: inhibitors. A549 ARE-Fluc cells, CellTiter-Fluor viability, 18-24 h. 390,000 tested, 0.16% active; note: potency is the fitted concentration of half-maximal effect; % is set by controls: 0 for no effect and ±100 for the full control effect
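A549 ARE-Fluc cells in 5% FBS OPTI-MEM, 5000 cells/well, rested 2 h then exposed to compounds in concentration-response for 18-24 h at 37 °C. Viability by CellTiter-Fluor fluorescence (Ex 405/Em 525) after 30 min; luciferase luminescence (BugLite, 15 min, RT) read afterwards.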
MmCpn inh: M. maripaludis TRiC chaperonin inhibition; purified Mm-Cpn ATPase, ADP Transcreener TR-FRET; Potency, µM (top dose mostly 76.9 µM), inactives show at the highest dose activity, negative = inhibition, most hits filed as inhibitors; 330,000 tested, 0.031% active; AID 504842; note: potency is the fitted concentration of half-maximal effect; % is set by controls: 0 for no effect and ±100 for the full control effect; nearly all actives have a fitted effect of over 80% in size
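Reaction buffer contained 30 mM Tris pH 7.4, 100 mM KCl, 5 mM MgCl2 and 1 mM DTT. Mm-CPN (25 nM final) hydrolysed 10 uM ATP over 30 min at 37°C; ADP was read by HTRF.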
S2 tox: reduces viability in counter-screen for ATXN expression inhibitors; 400,000 tested, 0.49% active; S2 cells (HEK-293 line with an ATXN2-luciferase reporter) viability, CellTiter-Fluor protease fluorescence, 24 h; Potency, µM (doses to about 56.7 µM), most hits filed as cytotoxic; note: potency is the fitted concentration of half-maximal effect; nearly all actives have a fitted effect of over 40% in size
HepG2 viability: kills HepG2 cells in TGF-b inhibitor counter-screen; 410,000 tested, 0.76% active; Potency, µM (titrated, usually from 46.1 µM), without a hit: at the highest dose activity change, negative = cytotoxicity, hits mostly cytotoxic; AID 588856; HepG2 CAGA-GFP viability, ATP luminescence, 18 h; note: potency is the fitted concentration of half-maximal effect; some results filed as inactive show a strong effect at the top dose
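CellTiter-Glo luminescence gave cytotoxicity after 18 hours at 37 degrees C. The cells were HepG2 CAGA-GFP in 1% FBS DMEM, stimulated with 500 pg/mL TGF-beta after compound addition. %Activity was normalised to no-cell wells (complete cell-killing) and DMSO (no toxicity), and curves were fitted and classified.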
Nrf2 inh: blocks Nrf2 signaling; A549 ARE-Fluc reporter, luciferase luminescence, 18-24 h; Potency, µM (doses to about 46 µM), for inactives: at the highest dose activity change, negative = inhibition, most hits filed as inhibitors; 360,000 tested, 2.1% active; note: potency is the fitted concentration of half-maximal effect; % is set by controls: 0 for no effect and ±100 for the full control effect; nearly all actives have a fitted effect of over 60% in size
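A549 ARE_Fluc cells (5000/well, 5% FBS OPTI-MEM) pre-incubated 2 h, then treated with compounds 18-24 h at 37C/5% CO2 in concentration-response. CellTiter-Fluor viability read first; BugLite luciferase luminescence after 15 min at room temperature gives Nrf2 activity.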
Nrf2 activator: activators of Nrf2 (ARE) signaling; AREc32 ARE-luciferase reporter (MCF7-derived line), luminescence, 24 h; Potency, µM (highest dose often 46.1 µM), inactives show top-dose activation, actives largely listed as activators; 410,000 tested, 0.31% active; AID 624171; note: potency is the fitted concentration of half-maximal effect; % of control where 0% means no effect; nearly all actives have a fitted effect of over 65% in size
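Reporter line AREc32 (ARE-Fluc), seeded overnight in OPTI-MEM with 5% FBS; compound pin-transferred, 24 hr at 37 deg C, 5% CO2; luminescent read-out.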
TGFb inhibitor: inhibitors of TGF-b signaling. HepG2 CAGA-GFP TGF-b/SMAD3 reporter, GFP fluorescence, 18 h; TGF-beta stimulated, 500 pg/mL final. 410,000 tested, 1.2% active. Potency, µM (doses to about 46.1 µM), for the others: top-dose activity, negative = inhibition, hits mostly inhibitors; note: potency is the fitted concentration of half-maximal effect; % is set by controls: 0 for no effect and ±100 for the full control effect; nearly all actives have a fitted effect of over 65% in size
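GFP signal (ex488/em500-530) from TGF-beta-stimulated HEPG2 CAGA-GFP cells, 500 pg/mL final, 18 h at 37 degrees C in DMEM plus 1% FBS, normalized to unstimulated and DMSO-stimulated controls.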
The depositor's hits bear a star; i = inactive; u = inconclusive; x = not tested or not shown; & = joins results of further samples; [ ] = another dose, or the depositor's remark. Unless noted, calls come from the whole dose curve; as a rule, active = well fitted curve in the direction sought with a large enough effect; inconclusive = small, poorly fitted or top-dose-only effect, or another doubt; inactive = no such curve, though single readings can be large; an effect the other way counts as inactive or inconclusive.

SMILES	CCT chaperon mod	Akt phos inh	A549 tox	MmCpn inh	S2 tox	HepG2 viability	Nrf2 inh	Nrf2 activator	TGFb inhibitor
Cn1c(NCc2ccccc2)cc(=O)n(C)c1=O	-1.3	i	1%	2%	i	-3%	0%	3.2%	-18%
COc1ccccc1NC(=O)COc1cccc(-n2cnnn2)c1	-0.5	i	0%	1%	i	0%	u	-0.6%	6%
CCN(C(=O)COC(=O)c1cnc(C)cn1)C1CCS(=O)(=O)C1 (stereo unspecified)	2.2	i	1%	2%	i	-4%	u	2.4%	16%
COC(C(=O)NNS(=O)(=O)c1ccc([N+](=O)[O-])cc1)c1ccccc1 (stereo unspecified)	-1.3	i	0%	-1%	i	-43%	-29%	-2.5%	1%
COc1c(Cl)cc(Cl)cc1C(=O)Nc1ccc(NC(C)=O)cc1	1.6	i	-1%	-1%	i	6%	-17%	-0.5%	3%
Cc1cc(C)c2c(CC(=O)Nc3ccc(Cl)cn3)coc2c1	-1.7	i	u	-2%	i	-35%	u	2.4%	-13%
COc1ccc(/C=C(/NC(=O)c2ccco2)C(=O)NCCc2ccccc2)cc1	-0.2	i	-5%	1%	i	-42%	-7%	0.4%	-22%
O=C(NCCCN1CCOCC1)c1ccc2c(c1)N(Cc1ccccc1)C(=O)c1ccccc1S2=O (stereo unspecified)	-0.4	i	-2%	0%	i	6%	-9%	3.2%	7%
N#C/C(=C\c1ccc(F)cc1F)S(=O)(=O)c1ccccn1	-0.3	i	1%	-6%	u	3%	4%	0.1%	17%
CCOc1cc(CN2CCCC(C(=O)c3cccc(C(F)(F)F)c3)C2)ccc1O (stereo unspecified)	-4.2	i	1%	3%	i	-22%	2%	0.7%	1%
O=C(c1cc2ccccc2o1)N1CCCCCC1	-1.0	i	-16%	-6%	i	-6%	14%	3.0%	-2%
O=S(=O)(NC1CCCC1)c1ccccc1Br	1.0	i	2%&0%	-8%	i	6%&4%	0%&7%	-0.1%	-5%&3%
COc1ccc(OC)c(NC(=O)NC2(C(F)(F)F)Oc3ccccc3O2)c1	0.1	i	-14%	1%	i	-28%	26%	u	0%
COc1ccc(/C=N\NS(=O)(=O)c2ccc(Cl)cc2)cc1COc1ccccc1[N+](=O)[O-]	-2.6	i	-3%	0%	i	-1%	-15%	u	7%
COc1ccccc1NC(=O)CC12CC3CC(CC(Br)(C3)C1)C2	2.3	i	2%	1%	i	0%	4%	-0.3%	-4%

Reprinted from the part before: 3 entries, then new ones.
SMILES	CCT chaperon mod	Akt phos inh	A549 tox	MmCpn inh	S2 tox	HepG2 viability	Nrf2 inh	Nrf2 activator	TGFb inhibitor
COc1ccc(OC)c(NC(=O)NC2(C(F)(F)F)Oc3ccccc3O2)c1	0.1	i	-14%	1%	i	-28%	26%	u	0%
COc1ccc(/C=N\NS(=O)(=O)c2ccc(Cl)cc2)cc1COc1ccccc1[N+](=O)[O-]	-2.6	i	-3%	0%	i	-1%	-15%	u	7%
COc1ccccc1NC(=O)CC12CC3CC(CC(Br)(C3)C1)C2	2.3	i	2%	1%	i	0%	4%	-0.3%	-4%
O=C(NCCc1nc2ccccc2n1Cc1ccc(Cl)cc1)c1ccccc1	x	x	-15%	x	i	-36%	u	-1.1%	u
COCCN(C(=O)Cn1nnc2ccccc21)C(C(=O)NC1CCCC1)c1cc(OC)ccc1OC (stereo unspecified)	-0.6	i	-10%	-1%	u	1%	23%	1.5%	u
CCOc1ccccc1NC(=O)N1CCCC(c2nc3c(nnn3Cc3ccc(C)cc3)c(=O)[nH]2)C1 (stereo unspecified)	0.8	i	-6%	2%	i	1%	u	-0.4%	61%[activator]
COc1ccc(C(=O)C[n+]2ccc(N)c(C)c2C)cc1	0.1	i	-27%	u	u	-7%	5.8µM*	-0.3%	u
CCOC(=O)C(NC(=O)c1ccccc1F)(Nc1cc(C)on1)C(F)(F)F (stereo unspecified)	-0.2	i	-1%	1%	i	10%	-9%	-0.4%[9.22 µM]	0%
COc1ccc(C2CC(O)(c3ccccc3)Oc3c(C)ccc(C(C)C)c32)cc1 (stereo unspecified)	x	x	9%	x	x	-33%	-21%	x	16µM*
CCOC(=O)c1c(NC(=O)c2ccco2)sc2c1CCCCC2	0.3	i	4%	0%	i	-79%	11%	12%	7%
Cc1cccc(COC(=O)Nc2ccc(NC(=O)c3ccccc3Cl)cc2)c1	0.3	i	5%	0%	u	-28%	-15%	0.0%	-2%
COc1ccc(-c2nc3ccccc3n3c(-c4cccc(C)c4)c4c(=O)n(C)c(=O)n(C)c4c23)cc1	x	x	-7%	x	i	3%	-2%	-0.9%	-1%
C=CCSc1nnc(COc2ccc(=O)n(-c3ccccc3)n2)n1CC	-0.6	i	-2%	2%	i	14%	4%	0.2%	16%
COc1ccc(CC(=O)NC(C)c2ccc(Cl)c(Cl)c2)cc1S(=O)(=O)N1CCOCC1 (stereo unspecified)	-3.9	i	1%	x	i	-40%	u	-0.7%	3%
Cc1ccccc1-c1nc(-c2ccccn2)no1	2.9	i	2%	4%	i	-79%	x	2.8%	0%
COc1ccc(N(CC(=O)N2CCN(c3ccc(Cl)cc3)CC2)S(=O)(=O)c2c(C)n[nH]c2C)cc1	0.1	i	-12%	1%	i	-17%	u	3.7%	-25%
COc1ccc(NS(=O)(=O)c2csc(C(N)=O)c2)cc1OC	0.1	i	0%	0%	i	-8%	-7%	-2.1%	-1%
CCCCn1c(N)c(N(CCOC)C(=O)c2c(CC)noc2C)c(=O)[nH]c1=O	-0.6	i	10%	0%	i	-7%	-5%	-0.5%	7%
Cc1nnc(SCC2=C(C(=O)O)N3C(=O)C(NC(=O)C(C)n4nc(C(F)(F)F)cc4C)C3SC2)s1 (stereo unspecified)	-0.2	i	0%	0%	i	-7%	6%	5.3%	-6%
COc1cc(-c2cc3n(C)c(C)c(CCC(=O)NC4CCCCC4)c(=O)n3n2)cc(OC)c1OC	x	x	4%	x	x	-11%	x	0.5%	-3%
CC1CCc2sc(C(=O)N3CCN(c4ncccn4)CC3)cc2C1 (stereo unspecified)	-1.8	i	-1%	x	i	-12%	18%	0.5%	-6%
COc1ccc(-c2cc(-c3nc4ccccn4c3NCc3ccccc3)ccc2OC)cc1	-0.6	i	u	-7%	7.9µM*	-15%	15µM*	-3.8%	u
O=C1NC[C@@H](CCCCN2CCN(CCc3ccc(O)cc3)C(=O)C2=O)N(CC2CCCCC2)C1=O	1.5	i	x	x	i	x	x	-1.0%	x
Cc1ccc(CNC(=O)CNS(=O)(=O)c2ccc(Br)s2)cc1	-3.1	i	-3%	-1%	u	-13%	-9%	0.2%	0%
O=C(NCc1ccccc1)c1cc(C2CCCCN2C(=O)c2ccccc2)on1 (stereo unspecified)	-2.3	i	x	x	i	0%	x	0.2%	0%
Cc1ccc(C)c(S(=O)(=O)N(C)C2CCS(=O)(=O)C2)c1 (stereo unspecified)	-2.2	i	2%	-1%	i	-3%	u	-0.8%	-6%
COc1ccc(NC(=O)c2sc3nc(C)nc(N4CCN(c5ccccn5)CC4)c3c2C)cc1Cl	0.8	i	-16%	-17%	i	-1%	u	-0.4%	-3%
O=C(O)CCCC(=O)Nc1ccc(N2CCCC2)cc1	-1.5	i	-8%	-5%	i	-9%	-16%	-0.2%	-3%
COc1ccc(OC)c(NS(=O)(=O)c2ccc3c(c2)n(C)c(=O)n3C)c1	1.5	i	-5%	-1%	i	-5%	8%	-0.5%	-11%
CC1CCc2[nH]c3ccc(C(=O)NCCCOC(C)C)cc3c2C1 (stereo unspecified)	-1.9	i	-2%	-3%	i	-6%	u	-0.1%	0%
CC(=O)c1cnc2c(-c3ccccc3)c(-c3ccccc3)nn2c1C	-3.1	i	23%	0%	i	-9%	-2%	0.3%	-2%
O=c1[nH]n(-c2ccccn2)c(=O)c2ccccc12	0.5	i	4%	2%	i	-14%	13%	4.2%	7%
COc1ccc(NC(=O)CN(C)C(=O)c2cc(C3CC3)nn2-c2ccccc2)cc1	-0.1	i	-16%	0%	i	-1%	-9%	-0.1%	0%
Cc1cc2ccccc2c(=O)n1CC(=O)NCC(=O)N1CCCC(C)C1 (stereo unspecified)	0.5	i	-7%	-1%	i	7%	7%	0.2%	-6%
Cc1cccc(N2CCN(S(=O)(=O)c3cc(C(=O)Nc4ccc(Oc5ccccc5)cc4)ccc3F)CC2)c1C	x	x	-6%	x	x	7%	x	-0.3%	2%
O=C(Nc1cccnc1)c1noc2c1CCCC2	-2.9	i	-3%	-1%	u	-12%	u	0.0%	0%
CN(C)c1ccc(CNCCC2(O)CCOC(C)(C)C2)cc1 (stereo unspecified)	-0.4	i	14%	1%	i	-5%	8%	-0.3%	-6%
O=C(Cc1ccc(NC(=O)C2CCCN(C(=O)C3CCCCC3)C2)cc1)Nc1ccc(C(=O)N2CCOCC2)cc1 (stereo unspecified)	0.7	i	-6%	x	i	9%	-4%	-0.2%	19%
O=S(=O)(Nc1cc(S(=O)(=O)N2CCOCC2)ccc1O)c1ccc2c(c1)OCCCO2	2.3	i	-2%	-3%	i	9%	19%	-0.6%	3%

A draw from above in order of length of the SMILES, largest number first:
SMILES	CCT chaperon mod	Akt phos inh	A549 tox	MmCpn inh	S2 tox	HepG2 viability	Nrf2 inh	Nrf2 activator	TGFb inhibitor
CCOc1ccccc1NC(=O)N1CCCC(c2nc3c(nnn3Cc3ccc(C)cc3)c(=O)[nH]2)C1 (stereo unspecified)	0.8	i	-6%	2%	i	1%	u	-0.4%	61%[activator]
CCOc1cc(CN2CCCC(C(=O)c3cccc(C(F)(F)F)c3)C2)ccc1O (stereo unspecified)	-4.2	i	1%	3%	i	-22%	2%	0.7%	1%
COc1ccc(C(=O)C[n+]2ccc(N)c(C)c2C)cc1	0.1	i	-27%	u	u	-7%	5.8µM*	-0.3%	u
